High-throughput results (PubChem BioAssay)
TDP1 inh – qHTS Assay for Inhibitors of Tyrosyl-DNA Phosphodiesterase (TDP1) | Tyrosyl-DNA phosphodiesterase 1 (Homo sapiens), Q9NUW8 | Potency, µM (titrated, usually from 130 µM), without a hit: at the top dose activity change, negative = inhibition, most hits filed as inhibitors | recombinant TDP1, AlphaScreen DNA substrate cleavage | AID 485290, 2010 | 0.28% of 350,000 active; note: nearly all actives have a fitted effect of over 40% in size
Target sequence (Q9NUW8 whole entry, looked up): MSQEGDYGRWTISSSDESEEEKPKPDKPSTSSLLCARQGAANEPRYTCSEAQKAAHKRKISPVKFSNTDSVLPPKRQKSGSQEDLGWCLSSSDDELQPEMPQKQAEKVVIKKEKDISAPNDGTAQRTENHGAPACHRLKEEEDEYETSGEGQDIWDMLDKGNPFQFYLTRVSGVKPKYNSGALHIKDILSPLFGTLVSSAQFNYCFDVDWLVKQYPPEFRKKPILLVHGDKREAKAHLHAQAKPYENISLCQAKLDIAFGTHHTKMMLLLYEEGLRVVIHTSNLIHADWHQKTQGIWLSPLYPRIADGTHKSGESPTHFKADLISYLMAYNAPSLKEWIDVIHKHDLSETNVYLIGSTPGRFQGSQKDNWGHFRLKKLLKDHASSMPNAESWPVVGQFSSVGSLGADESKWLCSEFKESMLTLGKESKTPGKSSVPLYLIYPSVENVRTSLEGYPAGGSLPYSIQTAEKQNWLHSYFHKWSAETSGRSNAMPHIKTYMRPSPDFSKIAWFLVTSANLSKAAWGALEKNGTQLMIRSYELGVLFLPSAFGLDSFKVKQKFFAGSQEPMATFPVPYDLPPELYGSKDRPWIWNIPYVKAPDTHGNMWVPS
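Signal: AlphaScreen proximity between streptavidin donor and anti-FITC acceptor beads on intact substrate. Reaction: Tdp1 1 nM, substrate 15 nM final, 5 min RT after 15 min compound preincubation.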
FEN1 inhibitor – qHTS Assay for the Inhibitors of Human Flap endonuclease 1 (FEN1). P39748. Recombinant FEN1 flap cleavage, fluorescence, 15 min. Potency, µM (doses to about 114 µM), without a hit: at the top dose activity change, negative = inhibition, actives largely listed as inhibitors. 0.35% of 390,000 active. AID 588795, 2011; note: nearly all actives have a fitted effect of over 65% in size
Target sequence (P39748 whole entry, looked up): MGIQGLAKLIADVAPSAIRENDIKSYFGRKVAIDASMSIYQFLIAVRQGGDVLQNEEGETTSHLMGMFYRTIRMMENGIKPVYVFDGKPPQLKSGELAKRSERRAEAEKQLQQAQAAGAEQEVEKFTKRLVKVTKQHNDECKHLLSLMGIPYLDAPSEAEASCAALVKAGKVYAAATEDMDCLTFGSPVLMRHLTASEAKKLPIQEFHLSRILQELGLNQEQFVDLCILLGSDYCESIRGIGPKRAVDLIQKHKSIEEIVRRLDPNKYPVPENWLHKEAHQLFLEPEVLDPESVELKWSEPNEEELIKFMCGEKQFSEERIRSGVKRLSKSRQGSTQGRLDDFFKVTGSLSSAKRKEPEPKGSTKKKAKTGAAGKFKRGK
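Reaction started by adding substrate (50 nM final) to 10 nM enzyme after 15 min room-temperature compound preincubation. Reads at 0 and 15 min, with data normalized and fitted to a four-parameter Hill equation.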
N370S GC mod – qHTS Assay for Inhibitors and Activators of N370S glucocerebrosidase as a Potential Chaperone Treatment of Gaucher Disease; N370S GC spleen homogenate, 4MU-glucoside fluorescence; Potency, µM (titrated, usually from 59.4 µM), for inactives: at the top dose activity change, negative = inhibition, actives largely listed as inhibitors; 0.092% of 330,000 active; AID 2101, 2009;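 note: 0% = full enzyme activity and -100% = no enzyme basal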
* hit, by the source's call; ? = inconclusive; nt = not tested or not shown; & = joins results of further samples; [ ] = remark or other dose. Calls come from the whole dose curve; as a rule, active = well fitted curve in the direction sought with a large enough effect; inconclusive = small, poorly fitted or top-dose-only effect, or another doubt; inactive = no such curve, though single readings can be large; an effect the other way counts as inactive or inconclusive. Unless noted, % is set by controls: 0 for no effect and ±100 for the full control effect; potency is the fitted concentration of half-maximal effect.

Fields – FEN1 inhibitor	N370S GC mod	TDP1 inh
C=CCN1C(=O)C(O)(CC(=O)c2c(C)n[nH]c2C)c2cc(Br)ccc21 (stereo unspecified)
→ 0%	2%	2%
COC(=O)c1cc(S(=O)(=O)n2nc(C)c(Br)c2C)c(Cl)cc1Cl
→ -6%	7%	5%
CCn1c(SCC(=O)c2c(N)n(C)c(=O)n(C)c2=O)nnc1-c1ccccc1
→ nt	18%	-11%
CCC(C)NC(=O)c1cc(Cl)c(NC(=O)C2=C(C)OCCS2)cc1OC (stereo unspecified)
→ -15%	-14%	nt
O=C(Cn1c(=O)n(CCc2c[nH]c3ccccc23)c(=O)c2cccnc21)Nc1ccccc1F
→ -12%	14%	8%
Cn1nc(-c2ccccc2F)c2cc(C(=O)N3CCN(c4ccccc4F)CC3)sc21
→ 6%	nt	2%
Cc1cc(C(=O)NNc2ccccc2F)no1
→ -11%	0%	-3%
O=C(COc1ccc(Cl)cc1)Nc1ccc(C(=O)NCc2cccnc2)cc1
→ -5%	-5%	-1%
CC(=O)Nc1cccc(N/C=C(\C=O)c2nc3ccccc3o2)c1
→ -8%	9%	8%
Cc1ccccc1N1CCN(C2CCCN(C(=O)c3noc4c3CCCC4)C2)CC1 (stereo unspecified)
→ 2%	-6%	9%
COc1ccc(-c2nnc3n2N=C(c2ccc(OC)c(OC)c2)CS3)c(OC)c1
→ nt	0%	12%
COc1ccc(NC(=O)C(c2ccc(C)cc2)N(C)C(=O)Cc2cccs2)cc1 (stereo unspecified)
→ 2%&-2%	-6%	9%&3%
COc1ccc(C2NC(=S)NC(C)=C2C(=O)c2ccccc2)cc1OC (stereo unspecified)
→ -11%	-6%	4%
O=C(O)c1cccc(NC(=O)c2cn(-c3ccccc3)nc2-c2ccc([N+](=O)[O-])cc2)c1
→ -31%	-6%	-14%
Cc1ccc2nc3c(cc(C(=O)NCc4cccnc4)c(=N)n3C(C)C)c(=O)n2c1
→ nt	8%	-3%
Cc1cc(Cl)ccc1NC(=S)NC1CCCC1
→ -5%	1%	nt
CC(=O)N/C(=C/c1ccc2c(c1)OCO2)C(=O)NCc1ccccc1
→ 7%	4%	-2%
O=C(CN1C(=O)CSC1=O)Nc1ccc2c(c1)OCCO2
→ -7%	-17%	1%
COc1ccc(-n2c(=O)c3c(C)c(C)sc3n(CC(=O)NCc3ccc(C)cc3)c2=O)c(OC)c1
→ -19%	nt	3%
CS(=O)(=O)N(CC(=O)N1CCN(C(c2ccccc2)c2ccccc2)CC1)C1CCCCC1
→ -22%	-23%	4%
Cc1ccc(NC(=O)c2oc3ccccc3c2NC(=O)c2ccc3c(c2)OCO3)cc1
→ -15%	-9%	0%
CC1Cc2ccccc2N1C(=O)CCS(=O)(=O)c1cccc2nonc12 (stereo unspecified)
→ -9%	-15%	5%
CCOc1cc(CNC(=O)NC2COc3ccccc3C2)cc(OCC)c1OCC (stereo unspecified)
→ -6%	nt	5%
Cc1cc([N+](=O)[O-])c(C)cc1-c1ccc(/C=N/n2cnnc2)o1
→ 3%	3%	-17%
CC(C)CC(=O)NC(Nc1ccccc1F)C(Cl)(Cl)Cl (stereo unspecified)
→ -6%	-1%	-1%
Cc1ccc(-n2c(=O)[nH]cc(C(=O)Nc3ccc4c(c3)OCO4)c2=O)cc1C
→ -6%	-1%	3%
CSCCC1NC(=O)N(CC(=O)Nc2cccc3ccccc23)C1=O (stereo unspecified)
→ 1%	4%	-3%
O=C(CCNC(=O)c1ccc(Br)cc1)NC1CCCCCC1
→ -1%	nt	1%
Cc1cc(C)c2c(n1)SCC(=O)N2CC(=O)Nc1ccccc1Cl
→ 23%	4%	nt
C=CCNC(=O)c1sc(=S)n(-c2ccc(C(=O)OCC)cc2)c1N
→ -9%	-2%	4%
Cn1ccnc1Sc1ccccc1[N+](=O)[O-]
→ -4%	1%	8%
O=C(COc1ccccc1)N(Cc1cc2ccccc2[nH]c1=O)CC1CCCO1 (stereo unspecified)
→ 0%	-3%	1%
O=C(NCc1ccco1)C1CC(c2ccccc2O)=NO1 (stereo unspecified)
→ -7%	5%	10%
O=C(O)CCn1c(SCc2cc(=O)n3ccccc3n2)nc2ccsc2c1=O
→ -4%	1%	3%
CN1N=C(C(=O)N2CCCC(Nc3ccc(F)c(F)c3)C2)CCC1=O (stereo unspecified)
→ 14%	-3%	2%
CCCCCCSc1cc(-c2nc3cc(C)ccn3c2NC2CCCCC2)ccc1OC
→ -9%	0%	3%
Cc1ccc([N+](=O)[O-])cc1S(=O)(=O)Nc1ccccn1
→ 17%	1%	-1%
COCCCN=C1NN=C(c2cc(C)n(-c3ccccc3F)c2C)CS1
→ 11%	-9%	9%
CS(=O)(=O)NN1C(=O)c2ccccc2NC1c1cccs1 (stereo unspecified)
→ 14%	1%	0%
Cc1cc(C)c2c(=O)[nH]c(=O)n(Cc3ccccc3)c2n1
→ 3%	22%	-1%

Gathered by group: the entries above containing a COOH group.
Fields – FEN1 inhibitor	N370S GC mod	TDP1 inh
O=C(O)c1cccc(NC(=O)c2cn(-c3ccccc3)nc2-c2ccc([N+](=O)[O-])cc2)c1
→ -31%	-6%	-14%
O=C(O)CCn1c(SCc2cc(=O)n3ccccc3n2)nc2ccsc2c1=O
→ -4%	1%	3%

The results go on.
Fields – FEN1 inhibitor	N370S GC mod	TDP1 inh
CCOc1ccc(NC(=O)CSc2oc(-c3ccco3)nc2S(=O)(=O)c2ccc(C)cc2)cc1
→ 1%	nt	9%
CCOC(=O)Nc1c(O)ccc2oc(C)c(-c3ccccc3)c12
→ -17%	19%	0%
Cc1ccc(S(=O)(=O)NCc2ccccc2)cc1C(=O)NCC1CCCO1 (stereo unspecified)
→ -2%	-8%	1%
CN(CC(=O)Nc1ccc(Cl)cc1)C(=O)c1cc(-c2cccs2)nn1-c1ccccc1
→ -9%	11%	nt
COc1cc(C)cc2oc(=O)c(CC(=O)NCCc3ccc(Cl)cc3)c(C)c12
→ 35%	nt	5%
CN(NC(=O)c1ccccc1F)c1ccc([N+](=O)[O-])cn1
→ 5%	-10%	8%
O=C(NCC1CCCO1)/C(=C/c1cn(-c2ccccc2)nc1-c1cccnc1)NC(=O)c1ccccc1 (stereo unspecified)
→ -7%	4%	-10%
CSc1nnc(Cn2c(=O)sc3ccccc32)n1C
→ -8%	-1%	-5%
CCOc1ccc(NC(=O)CC2C(=O)N(c3cccc(OC)c3)C(=O)N2C2CCCCC2)cc1 (stereo unspecified)
→ 2%	nt	1%
Cc1nn(Cc2ccccc2)c(C)c1CNC(=O)CN=C1NS(=O)(=O)c2ccccc21
→ 8%	-2%	-7%
COc1ccccc1N1CCN(C(=O)c2sc3nc(-c4ccccc4)cn3c2C)CC1
→ -5%	-7%	2%
O=C(CNC(=O)c1ccc(Br)o1)NCC(=O)OCc1ccccc1
→ -3%	-8%	nt
Cn1ccc(-c2cc(C(=O)O)c3ccccc3n2)n1
→ -9%	-10%	3%
CCCC[C@@H]1C[C@H]1C(NC(=O)c1cccnc1)c1ccc(Cl)cc1 (stereo partly specified)
→ nt	6%	-7%
CN(C)Cc1c(O)ccc2c(=O)c(-c3ccccc3Cl)c(C(F)(F)F)oc12
→ 15%	-25%	3%
Cc1cccc(NC(=O)C2CCCN(c3nnc(-n4c(C)ccc4C)s3)C2)c1C (stereo unspecified)
→ -15%	nt	8%
NC(=O)COn1c(SCC(N)=O)nc2ccccc2c1=O
→ 11%	-3%	4%
OCCCc1nc2ccccc2n1CCc1ccccc1
→ -1%	-3%	6%[56.1 µM]
CCc1cc2c(=O)c(-c3nc4ccccc4n3C)c(C)oc2c(CN2CCN(C)CC2)c1O
→ nt	-10%	4%[56.1 µM]
O=C(COc1ncnc2cc([N+](=O)[O-])ccc12)NCc1ccc2c(c1)OCO2
→ -7%	2%	0%
CCc1nnc(NS(=O)(=O)c2ccc(NC(=O)/C=C/c3ccc(F)cc3)cc2)s1
→ -6%	9%	6%
CCOC(=O)c1[nH]cnc1C(=O)NCc1ccccc1
→ -3%	4%	1%
COC(=O)[C@@]1(Cc2ccc(F)cc2)[C@H]2c3cc(C(=O)N4CCCC4)n(Cc4ccc(C(F)(F)F)nc4)c3C[C@H]2CN1C(=O)c1ccccc1
→ -2%	0%&-7%	5%&12%
O=C(CNC(=O)c1ccco1)Nc1ccc(Br)cc1
→ -4%	-3%	nt
O=C(COC(=O)/C=C/c1cccs1)Nc1nc(-c2cccc(Br)c2)cs1
→ 8%	0%	4%
O=C(COc1ccc(Cl)cc1)Nc1ccc2oc(-c3ccncc3)nc2c1
→ 38%[activator]	-5%	10%
CC(=O)C1=C(O)C(=O)N(c2ccc(O)cc2)C1c1ccc(F)cc1 (stereo unspecified)
→ 0%	-8%	nt
CCCN1C2CCCC1CC(NC(=O)c1cccc(OC)c1)C2 (stereo unspecified)
→ -5%	3%	nt
COc1ccc(CNC(=O)c2ccc[nH]2)cc1Cl
→ 2%	-13%	3%
CCN(CC(=O)Nc1c(F)cccc1F)C(=O)C1CCN(C(=O)c2ccc(F)cc2)CC1
→ 6%	-3%	nt
CCOC(=O)C1=C(C)Nc2nc(SCc3cccnc3)nn2C1c1ccc(OC)cc1 (stereo unspecified)
→ -10%	1%	4%
Cc1ccc(CNC(=O)CCS(=O)(=O)c2ccc3c(c2)NC(=O)CO3)cc1
→ -2%	-2%	0%
O=S(=O)(Cc1ccccc1)N1CCN(Cc2ccc3c(c2)OCO3)CC1
→ 10%	-15%	4%
CCc1nc2ccccc2c(NC(=O)CN2CCC(C)CC2)c1C
→ 5%	-2%	0%
O=C(Cn1cnc2c(nnn2Cc2ccc(F)cc2)c1=O)NCc1ccc2c(c1)OCO2
→ -4%	4%	3%
CC1C(=O)OC2C(O)C34C5CC(C(C)(C)C)C36C(OC(=O)C6O)OC4(C(=O)O5)C12O (stereo unspecified)
→ nt	-4%	12%[56.1 µM]
CC12CCC(=O)N1C(C(=O)NNC(=O)c1ccc(Br)cc1)CS2 (stereo unspecified)
→ 0%	nt	0%
CC(=O)c1c(Nc2ccc3c(c2)OCCO3)oc(C)cc1=O
→ -19%	-1%	-1%
CC(C)Cc1nc2ccc(N)cc2[nH]1
→ -6%	12%	9%
COc1ccc(OC)c(NC(=O)CSc2ncccn2)c1
→ -17%	nt	3%

Three of these compounds, reformatted.
mol | FEN1 inhibitor | N370S GC mod | TDP1 inh
CCc1nc2ccccc2c(NC(=O)CN2CCC(C)CC2)c1C | 5% | -2% | 0%
O=C(Cn1cnc2c(nnn2Cc2ccc(F)cc2)c1=O)NCc1ccc2c(c1)OCO2 | -4% | 4% | 3%
CC1C(=O)OC2C(O)C34C5CC(C(C)(C)C)C36C(OC(=O)C6O)OC4(C(=O)O5)C12O (stereo unspecified) | nt | -4% | 12%[56.1 µM]

More compounds follow:
Fields – FEN1 inhibitor	N370S GC mod	TDP1 inh
Cc1cn([C@H]2C[C@H](O)[C@@H](COS(=O)(=O)O)O2)c(=O)[nH]c1=O
→ 17%	nt	0%
O=C(CSc1ncccn1)N1CCCCCC1
→ -5%	nt	-1%
CC1(C)C2CCC1(C)C(OCC[N+](C)(C)CC(=O)OC1CCCCC1)C2 (stereo unspecified)
→ -4%	-24%	3%
CC1CCCN(CCCNC(=O)c2coc3nc4ccccc4nc23)C1 (stereo unspecified)
→ -13%	?	5%
COc1ccc(NC(=O)Nc2cccc(C(=O)N3CCOCC3)c2)cc1OC
→ -3%	1%	6%
Cc1cc(C)n(-c2ccc(-n3ccnc3)nn2)n1
→ 10%	-11%	2%
NC(=O)c1ccccc1O
→ 1%	17%&-14%&-4%	-5%
Cc1cc(OC(F)F)ccc1NC(=O)Nc1ccc2c(c1)OCO2
→ -3%	-12%	1%
O=C1CC(C(=O)Nc2ccc(Cl)cc2[N+](=O)[O-])C2(CCCCC2)O1 (stereo unspecified)
→ -10%	-2%	5%
CCOC(=O)CNC(=O)C1c2cc(OC)c(OC)cc2C(=O)N(C)C1c1ccccc1F (stereo unspecified)
→ -5%	-3%	0%
Cc1c(C(=O)N(Cc2cccc(Cl)c2)Cc2ccco2)oc2ccccc12
→ -10%	nt	5%
N#CC1=C(N)C(C#N)(C#N)C2(C(=O)Nc3ccccc32)C2CCCC=C12 (stereo unspecified)
→ -18%	4%	8%
COc1ccc(/C=N/NC(=O)c2cccc([N+](=O)[O-])c2)c2ccccc12
→ -1%	-1%	nt
CC/C(=N\NC(=O)C1CCCC1)c1cccc(Br)c1
→ -1%	0%	4%
CCOC(=O)C1CCCN(CC(=O)Nc2cc(C)c3c(=O)oc4ccccc4c3n2)C1 (stereo unspecified)
→ 14%	nt	8%
CC(=O)Nc1ccc(OCc2nnc(-c3ccccc3)o2)cc1
→ -5%	-9%	nt
O=C(CSc1nccc(=O)[nH]1)Nc1ccc(N2CCOCC2)cc1
→ 1%	1%	0%
CCc1ccc(NC(=O)c2ccc3nc(C(C)C)oc3c2)cc1
→ 0%	nt	4%
